Screening data as filed in PubChem.
T cell modulator = modulates CD8 T cell binding to vesicles. AID 2052. 330,000 compounds, 0.068% hits. calls only at 7 µM. 2C CD8+ T cell-vesicle binding, flow cytometry; stronger effect = lower value;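 active means response, share of CD8 T cells binding vesicles, and their 90th percentile fluorescence all below set limits, cut at about 80% in these data, passing the limit was not always enough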
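Assay system: 2C TCR transgenic mouse naive CD8+ T cells, MACS-purified | Read-out: CD8+ gate FL2 mean fluorescence as % of same-row positive control | Signal: High-throughput flow cytometry with anti-B7-1 and anti-CD8 staining | Timing: Binding step 1.5 h, 37 °C, antibody labelling 20 min, ice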
Large T inhibition = SV40 large T antigen inhibitors, biochemical (AID 1903). inhibition, % at 20 µM, or IC50 in µM where a hit was titrated. SV40 large T antigen ATPase/helicase inhibition assay; higher % means a stronger effect. 310,000 compounds, 0.39% hits; in the data active means a potency from the dose series; further: strong numbers were not always called active
Rac1 GTP hydrolysis = MgcRacGAP GTPase-activating activity inhibitors, confirmation, biochemical, ADP Hunter fluorescence. inhibition, % at 30 µM; hits with a dose series show IC50 in µM. MgcRacGAP-stimulated Rac1 GTP hydrolysis, ADP Hunter fluorescence; higher % means a stronger effect; GST-tagged Rac1 F28L mutant substrate. AID 624330. 340,000 compounds, 0.6% hits;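 active means first-screen hits whose inhibition reached a set limit at any dose in the follow-up dose series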;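 further: fluorescence reports GDP produced by GAP-driven GTP hydrolysis; strong numbers were not always called active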
UTI89 phage lysis = protection from phage-mediated lysis, alamar blue read-out – E. coli UTI89, K1F phage, bacterial capsule biogenesis inhibitors (AID 488966). E. coli UTI89 K1F phage lysis, alamar blue, 2 h; higher % means a stronger effect. inhibition, % at 100 µM; hits with a dose series show IC50 in µM. 340,000 compounds, 0.02% hits;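 active means phage lysis inhibition, versus mean bacterial control, above a set limit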;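 further: capsule biogenesis inhibitors block K1F phage lysis so surviving cells raise fluorescence; higher fluorescence means more inhibition of phage lysis; actives were called in the ten point dose series up to 300 µM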
NS5 inhibitors = flavivirus cap methylation enzyme inhibition – biochemical, confirmation dose response, primary screen (AID 588689) | inhibition, % at 25 µM, or IC50 in µM where a hit was titrated | 340,000 compounds, 0.3% hits | Dengue-2 NS5 methyltransferase capping enzyme assay, biochemical; higher % means a stronger effect; in the data active means a potency from the dose series
RSV CPE inhibition = inhibition of RSV-induced cytopathic effect – HEp-2 cells, primary 10 µM value included (AID 2391); HEp-2 cells, RSV-induced CPE inhibition; higher % means a stronger effect; CPE inhibition, % at 10 µM; hits with a dose series show IC50 in µM; 310,000 compounds, 0.13% hits; in the data active means a potency from the dose series; further: strong numbers were not always called active
NTR1 agonist = NTR1-driven beta-arrestin-GFP spot formation – imaging, U2OS cells, high content, primary screen (AID 493036); P30989; agonist mode; activation, % at 20 µM; 330,000 compounds, 0.17% hits;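 active means activation at or above 40% of the spot to cytoplasm intensity ratio, with at least 20 cells analyzed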;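 further: 0% = DMSO without peptide and 100% = 100 nM NTR1 peptide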
Target sequence (P30989 whole entry, looked up): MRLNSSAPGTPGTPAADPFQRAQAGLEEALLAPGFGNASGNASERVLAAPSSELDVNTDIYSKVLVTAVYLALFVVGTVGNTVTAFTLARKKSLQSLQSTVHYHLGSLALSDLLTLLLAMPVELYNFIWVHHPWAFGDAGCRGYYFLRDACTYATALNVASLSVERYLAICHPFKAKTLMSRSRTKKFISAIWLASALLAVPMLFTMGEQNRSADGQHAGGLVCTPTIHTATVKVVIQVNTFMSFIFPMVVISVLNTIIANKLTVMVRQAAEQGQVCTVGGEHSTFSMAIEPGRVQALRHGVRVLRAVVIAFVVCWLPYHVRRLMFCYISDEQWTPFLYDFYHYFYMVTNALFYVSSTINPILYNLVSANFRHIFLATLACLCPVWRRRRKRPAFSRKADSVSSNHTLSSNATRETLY
West Nile virus CPE = inhibition of WNV-induced cytopathic effect – cell-based, CPE readout (AID 1621) | West Nile virus-infected cells, CPE inhibition; higher % means a stronger effect | 290,000 compounds, 0.02% hits | one-dose CPE inhibition, % at 10 µM; IC50 in µM for titrated hits; in the data active means a potency from the dose series; further: strong numbers were not always called active
PhoP inhibition = PhoP-dependent GFP reporter repression – Salmonella Typhimurium, primary screen (AID 1863) | S. Typhimurium PhoP-regulated promoter GFP reporter, 4 h; higher % means a stronger effect | inhibition, % at 50 µM; hits with a dose series show IC50 in µM | 300,000 compounds, 0.16% hits;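 active means inhibition over 29.93%, a cutoff 3 SD above the screen mean, later confirmed by dose response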;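 further: 0% = low Mg2+ inducing control and 100% = high Mg2+ repressing control; strong numbers were not always called active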
T cell modulator vesicle-bound % = second read-out of T cell modulator, no call of its own (marks repeat the call); double positive events, %; measured here: CD8+ vesicle-bound cell fraction;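 binding gate set so that unloaded-vesicle control wells show 10% double positive cells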
NTR1 agonist cell count 20 µM = second read-out of NTR1 agonist, no call of its own (marks repeat the call); cell count; measured here: cell count, cytotoxicity flag
NS5 inhibitors pilot replicate = second read-out of NS5 inhibitors, no call of its own (marks repeat the call); inhibition, %; measured here: pilot screen replicate inhibition
Numbers without * were called inactive; [ ] = dose if it differs, or a comment. Rows are unselected, and some 1.5% of all compounds hit somewhere here.

`Cc1cccc(C)c1NC(=O)C1(N(Cc2ccco2)C(=O)Cn2nnnc2N)CCCCC1` gave T cell modulator inactive, Large T inhibition 0%, Rac1 GTP hydrolysis 5%, UTI89 phage lysis 1.2%[50 µM], NS5 inhibitors -8%, RSV CPE inhibition 1.6%, NTR1 agonist 1.1, West Nile virus CPE 0.4%, PhoP inhibition 1%, T cell modulator vesicle-bound % 12 and NTR1 agonist cell count 20 µM 54.
For O=C(NCc1cc2ccccc2[nH]1)c1ccccc1F the results were T cell modulator inactive, Large T inhibition 6%, Rac1 GTP hydrolysis 3%, UTI89 phage lysis -1.0%, NS5 inhibitors -3%, RSV CPE inhibition 5.1%, NTR1 agonist 0.4, West Nile virus CPE 1.3%, PhoP inhibition -3%, T cell modulator vesicle-bound % 52 and NTR1 agonist cell count 20 µM 47.
`COc1ccccc1/C=N/OC(=O)c1ccc(F)cc1` gave T cell modulator inactive, Large T inhibition 1%, Rac1 GTP hydrolysis 3%, UTI89 phage lysis 0.3%, NS5 inhibitors 1%, RSV CPE inhibition -0.4%, NTR1 agonist 2.8, West Nile virus CPE 0.6%, PhoP inhibition 6%, T cell modulator vesicle-bound % 34 and NTR1 agonist cell count 20 µM 54.
`COc1ccc(CCN2C(=NC(=O)CC(C)C)SC3CS(=O)(=O)CC32)cc1OC` (centres undefined) gave T cell modulator inactive, Large T inhibition -1%, Rac1 GTP hydrolysis 13%, UTI89 phage lysis -0.8%, NS5 inhibitors -7%, RSV CPE inhibition -0.6%, NTR1 agonist -0.4, West Nile virus CPE -0.2%, PhoP inhibition -5%, T cell modulator vesicle-bound % 18 and NTR1 agonist cell count 20 µM 51.
COc1ccc(-c2cc(=O)oc3cc(OC(=O)C4CCCCC4)c(Cl)cc23)cc1 was read as T cell modulator inactive, Large T inhibition 14%, Rac1 GTP hydrolysis 6%, UTI89 phage lysis 0.0%, NS5 inhibitors 23%, RSV CPE inhibition 17%, NTR1 agonist 2.0, West Nile virus CPE -1.1%, PhoP inhibition -13%, T cell modulator vesicle-bound % 39 and NTR1 agonist cell count 20 µM 68.
For CCc1ccccc1NC(=S)N1CCN(c2cccc(OC)c2)CC1 the results were T cell modulator inactive, Large T inhibition 6%, Rac1 GTP hydrolysis 17%, UTI89 phage lysis -0.4%, NS5 inhibitors -7%, RSV CPE inhibition 1.5%, NTR1 agonist 2.2, West Nile virus CPE -0.6%, PhoP inhibition 2%, T cell modulator vesicle-bound % 5 and NTR1 agonist cell count 20 µM 52.
For CCOc1ccc(N2C(=O)/C(=C/c3cccs3)N(CC(=O)OC)C2=S)cc1 the results were T cell modulator inactive, Large T inhibition 3%, Rac1 GTP hydrolysis 7%, UTI89 phage lysis -0.2%, NS5 inhibitors 6%, RSV CPE inhibition 0.9%, NTR1 agonist 1.2, West Nile virus CPE 0.4%, PhoP inhibition 2%, T cell modulator vesicle-bound % 8 and NTR1 agonist cell count 20 µM 72.
For Cc1cccc2sc(NC(=O)C3CC3)nc12 the results were T cell modulator inactive, Large T inhibition 9%, Rac1 GTP hydrolysis 5%, UTI89 phage lysis -0.2%, NS5 inhibitors -7%, RSV CPE inhibition 0.5%, NTR1 agonist 0.6, West Nile virus CPE -0.8%, PhoP inhibition 9%, T cell modulator vesicle-bound % 44, NTR1 agonist cell count 20 µM 69 and NS5 inhibitors pilot replicate -3.0.
C=CCNC(=O)/C=C/c1c(F)cccc1Cl was read as T cell modulator inactive, Large T inhibition 9%, Rac1 GTP hydrolysis -5%, UTI89 phage lysis 3.7%, NS5 inhibitors -4%, RSV CPE inhibition -0.1%, NTR1 agonist 1.1, West Nile virus CPE -0.9%, PhoP inhibition -4%, T cell modulator vesicle-bound % 46 and NTR1 agonist cell count 20 µM 66.
For CS(=O)(=O)N(CCc1ccccc1)CC(=O)N1CCN(Cc2ccccc2)CC1 the results were T cell modulator inactive, Large T inhibition 10%, Rac1 GTP hydrolysis 7%, UTI89 phage lysis 0.0%, NS5 inhibitors 4%, RSV CPE inhibition 20%, NTR1 agonist -0.4, West Nile virus CPE 0.2%, PhoP inhibition 0%, T cell modulator vesicle-bound % 17 and NTR1 agonist cell count 20 µM 71.

Molecules shown so far that have nitrogen in an aromatic ring, in the order listed:
`Cc1cccc(C)c1NC(=O)C1(N(Cc2ccco2)C(=O)Cn2nnnc2N)CCCCC1` gave T cell modulator inactive, Large T inhibition 0%, Rac1 GTP hydrolysis 5%, UTI89 phage lysis 1.2%[50 µM], NS5 inhibitors -8%, RSV CPE inhibition 1.6%, NTR1 agonist 1.1, West Nile virus CPE 0.4%, PhoP inhibition 1%, T cell modulator vesicle-bound % 12 and NTR1 agonist cell count 20 µM 54.
For O=C(NCc1cc2ccccc2[nH]1)c1ccccc1F the results were T cell modulator inactive, Large T inhibition 6%, Rac1 GTP hydrolysis 3%, UTI89 phage lysis -1.0%, NS5 inhibitors -3%, RSV CPE inhibition 5.1%, NTR1 agonist 0.4, West Nile virus CPE 1.3%, PhoP inhibition -3%, T cell modulator vesicle-bound % 52 and NTR1 agonist cell count 20 µM 47.
For Cc1cccc2sc(NC(=O)C3CC3)nc12 the results were T cell modulator inactive, Large T inhibition 9%, Rac1 GTP hydrolysis 5%, UTI89 phage lysis -0.2%, NS5 inhibitors -7%, RSV CPE inhibition 0.5%, NTR1 agonist 0.6, West Nile virus CPE -0.8%, PhoP inhibition 9%, T cell modulator vesicle-bound % 44, NTR1 agonist cell count 20 µM 69 and NS5 inhibitors pilot replicate -3.0.

Following part:
`Cn1cc(/C=N/n2cnc3scc(-c4ccccc4)c3c2=O)c2ccccc21` gave T cell modulator inactive, Large T inhibition -3%, Rac1 GTP hydrolysis 9%, UTI89 phage lysis 0.7%, NS5 inhibitors -7%, RSV CPE inhibition 1.5%, NTR1 agonist -1.1, West Nile virus CPE 2.6%, PhoP inhibition -9%, T cell modulator vesicle-bound % 42 and NTR1 agonist cell count 20 µM 64.
Screening CCC(C)(C(=O)NC1CCCC1)N(CC1CCCO1)C(=O)c1ccc2c(c1)OCO2 (centres undefined) returned T cell modulator inactive, Large T inhibition 9%, Rac1 GTP hydrolysis 4%, UTI89 phage lysis -0.1%, NS5 inhibitors 1%, RSV CPE inhibition 0.3%, NTR1 agonist 0.8, West Nile virus CPE -0.3%, PhoP inhibition 13%, T cell modulator vesicle-bound % 30 and NTR1 agonist cell count 20 µM 71.
CCOC(=O)C1(Cc2cccc(OC)c2)CCCN(Cc2nccn2CC)C1 (centres undefined) was read as T cell modulator inactive, Large T inhibition 23%, Rac1 GTP hydrolysis -14%, UTI89 phage lysis 0.0%, NS5 inhibitors -3%, RSV CPE inhibition -1.2%, NTR1 agonist -0.3, West Nile virus CPE -1.0%, PhoP inhibition -1%, T cell modulator vesicle-bound % 50 and NTR1 agonist cell count 20 µM 40.
CC(=O)c1ccccc1-c1csc2ncnc(Sc3nnnn3C)c12 was read as T cell modulator inactive, Rac1 GTP hydrolysis 13%, UTI89 phage lysis 1.9%, NS5 inhibitors -3%, RSV CPE inhibition 21%, NTR1 agonist 2.5, T cell modulator vesicle-bound % 36 and NTR1 agonist cell count 20 µM 67.
For O=C(CSc1ccc(-c2ccccn2)nn1)Nc1ccccc1 the results were T cell modulator inactive, Large T inhibition 5%, Rac1 GTP hydrolysis 8%, UTI89 phage lysis 0.0%, NS5 inhibitors 3%, RSV CPE inhibition 4.3%, NTR1 agonist 0.1, West Nile virus CPE 0.4%, PhoP inhibition 7%, T cell modulator vesicle-bound % 12 and NTR1 agonist cell count 20 µM 73.
Cc1cc(C(F)(F)F)n2nc(-c3cnn(C)c3C(F)(F)F)c(Br)c2n1 was read as T cell modulator inactive, Large T inhibition 8%, Rac1 GTP hydrolysis 3%, UTI89 phage lysis 1.2%, NS5 inhibitors -2%, RSV CPE inhibition 16%, NTR1 agonist 3.3, West Nile virus CPE -0.9%, PhoP inhibition -8%, T cell modulator vesicle-bound % 35 and NTR1 agonist cell count 20 µM 69.
C#CCNC(=O)C1=C[C@H](C)[C@@H](CCCO)[C@H](OCC)O1 was read as Large T inhibition 8%, Rac1 GTP hydrolysis 10%, UTI89 phage lysis -0.9%, NS5 inhibitors -8%, RSV CPE inhibition 1.8%, NTR1 agonist -1.4, West Nile virus CPE 0.0%, PhoP inhibition 0% and NTR1 agonist cell count 20 µM 53.
C=CCn1c(N)cc(=O)nc1SCC(=O)Nc1ccc(C)cc1 was read as T cell modulator inactive, Large T inhibition 3%, Rac1 GTP hydrolysis -14%, UTI89 phage lysis -0.3%, NS5 inhibitors -4%, RSV CPE inhibition 1.8%, NTR1 agonist -1.1, West Nile virus CPE 0.2%, PhoP inhibition -1%, T cell modulator vesicle-bound % 8 and NTR1 agonist cell count 20 µM 57.
`S=c1[nH]nc(C2CCCCC2)n1/N=C/c1ccccn1` gave T cell modulator inactive, Large T inhibition -1%, Rac1 GTP hydrolysis 21%, UTI89 phage lysis 0.1%, NS5 inhibitors 2%, RSV CPE inhibition 1.2%, NTR1 agonist -0.4, West Nile virus CPE 0.3%, PhoP inhibition -8%, T cell modulator vesicle-bound % 26 and NTR1 agonist cell count 20 µM 79.
`O=C(CNC(=O)c1ccccc1F)NCc1ccccn1` gave T cell modulator inactive, Rac1 GTP hydrolysis 3%, UTI89 phage lysis -0.3%, NS5 inhibitors -9%, NTR1 agonist -0.4, T cell modulator vesicle-bound % 38 and NTR1 agonist cell count 20 µM 43.
Screening C=CCN1C(=O)c2ccc(C(=O)N(CC(C)C)c3c(N)n(CCCC)c(=O)[nH]c3=O)cc2C1=O returned T cell modulator inactive, Large T inhibition 18%, Rac1 GTP hydrolysis 4%, UTI89 phage lysis 0.4%[50 µM], NS5 inhibitors -3%, RSV CPE inhibition -1.7%, NTR1 agonist -1.3, PhoP inhibition -1%, T cell modulator vesicle-bound % 19 and NTR1 agonist cell count 20 µM 71.
For CN(c1ccccc1)c1nc(-n2ccnc2)nc(-n2ccnc2)n1 the results were T cell modulator inactive, Large T inhibition 0%, Rac1 GTP hydrolysis 8%, UTI89 phage lysis 3.9%, NS5 inhibitors -7%, RSV CPE inhibition 8.9%, NTR1 agonist 1.6, PhoP inhibition -3%, T cell modulator vesicle-bound % 63 and NTR1 agonist cell count 20 µM 62.
